CXXC DNA block = qHTS Fluorescence Polarization Assay for Inhibitors of MLL CXXC domain - DNA interaction; MLL-CXXC / FITC-HOXA9 DNA fluorescence polarization; Potency, µM (series often up to 115 µM), without a hit: at the highest dose activity change, negative = inhibition, usual class: inhibitors; 290,000 compounds, 0.037% hits; Histone-lysine N-methyltransferase 2A (Homo sapiens), Q03164; active = well fitted inhibition curve with a large enough effect in the polarisation, with a control signal flat, not every such curve was filed as active; inconclusive = small, poorly fitted or top-dose-only effect, or effect the other way, or a change in a side signal; inactive = no such curve, though single readings can be large or run the other way; the % refers to the polarisation; note: potency is the fitted concentration of half-maximal effect
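Steps: dispense CXXC domain solution (7 uM) → pin compounds or unlabeled HOX-A9 DNA control → 5 min ambient → add FLSN-HOX-A9 solution (50 nM) → spin → 30 min ambient → fluorescence polarization. Tris pH 7.5/NaCl/DTT/BSA buffer.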
TRPV1 agonist = HTS Assay for Compounds that Act as Agonists of the Vanilloid Receptor 1. Transient receptor potential cation channel subfamily V member 1 (Homo sapiens), Q8NER1. TRPV1-expressing cells, Fluo-8 calcium influx, agonist mode. activation, % at 8.33 µM. 320,000 compounds, 0.19% hits; in the data active = activation above about 80%; inconclusive = between about 30% and that limit; note: 0% is about no effect
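Fluo-8 calcium influx in TRPV1-expressing cells, kinetic read (ex 480/em 520 nm). Compound added and read 3 min for agonist activity, followed by capsaicin at EC20 final and 2 min further read for enhancement.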
PKM2 act = qHTS Assay for Activators of Human Muscle isoform 2 Pyruvate Kinase | Pyruvate kinase PKM (Homo sapiens), P14618 | Potency, µM (series often up to 57.5 µM), inactives show at the highest dose activation, most hits filed as activators | 260,000 compounds, 0.34% hits | purified PKM2, Kinase-Glo ATP luminescence, activation; response scale: 0% is enzyme alone, no compound; note: potency is the fitted concentration of half-maximal effect; % is set by controls: 0 for no effect and ±100 for the full control effect; nearly all actives have a fitted effect of over 55% in size
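hPK-M2, >95% pure; 0.1 mM ADP / 0.5 mM PEP final; imidazole pH7.2 buffer w/ 7 mM MgCl2, 50 mM KCl; 1 h RT; Kinase-Glo lum. Intermediate enzyme activity for dual inhibitor/activator qHTS.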
Menin MLL FP TR = qHTS Assay for Inhibitors Targeting the Menin-MLL Interaction in MLL Related Leukemias: Competition With Texas Red Labeled MLL-derived Mutant Peptide | Menin + Texas Red MLL mutant peptide, fluorescence polarization | Potency, µM (series often up to 61.6 µM), inactives show at the top dose FP activity change, negative = inhibition, most hits filed as inhibitors | 270,000 compounds, 0.23% hits | AID 1768, 2009; active = well fitted inhibition curve with a large enough effect in the polarisation, with a control signal flat, not every such curve was filed as active; inconclusive = small, poorly fitted or top-dose-only effect, or effect the other way, or a change in a side signal; inactive = no such curve, though single readings can be large or run the other way; the % refers to the polarisation; note: potency is the fitted concentration of half-maximal effect; % of control where 0% means no effect; many of its hits are not listed in these tables
GALK inhibitor = qHTS Assay for Inhibitors of Human Galactokinase (GALK); P51570; Purified GALK, Kinase-Glo residual ATP luminescence; Potency, µM (doses to about 57.5 µM), without a hit: at the top dose activity change, negative = inhibition, hits mostly inhibitors; 270,000 compounds, 0.007% hits; AID 1868, 2009; note: potency is the fitted concentration of half-maximal effect; % is set by controls: 0 for no effect and ±100 for the full control effect
Target sequence (P51570 whole entry, looked up): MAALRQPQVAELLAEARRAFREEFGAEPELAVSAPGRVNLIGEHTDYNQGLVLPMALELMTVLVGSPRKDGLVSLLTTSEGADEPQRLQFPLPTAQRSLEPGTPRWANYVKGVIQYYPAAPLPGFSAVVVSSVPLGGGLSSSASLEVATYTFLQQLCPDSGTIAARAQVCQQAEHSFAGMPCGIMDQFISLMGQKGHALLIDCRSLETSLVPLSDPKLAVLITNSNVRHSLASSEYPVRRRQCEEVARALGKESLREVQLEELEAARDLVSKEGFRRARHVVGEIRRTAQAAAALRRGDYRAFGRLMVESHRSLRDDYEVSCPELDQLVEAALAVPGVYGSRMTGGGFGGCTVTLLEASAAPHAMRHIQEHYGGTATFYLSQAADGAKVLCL
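Compounds were pin-transferred into ATP buffer (35 uM final), then GALK plus galactose (5 nM, 100 uM final) was added. After 1 h at room temperature, Kinase-Glo Plus was added and luminescence read after 10 min.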
Giardia kill = Small Molecules that selectively kill Giardia lamblia: qHTS; Giardia lamblia trophozoite viability; 340,000 compounds, 0.15% hits; activity change, % at 7.66 µM, hits read low; in the data active = activity change below about -80%; inconclusive = between about -30% and that limit;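 note: parasites exposed to compound for two days anaerobically before the ATP read; % is set by controls: 0 for no effect and ±100 for the full control effect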
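Trophozoites 100 cells/well + cpd; 48 hrs, 37 deg C, anaerobic. ATPLite 1-Step added, 15-30 min RT, luminescence read (ATP-based viability).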
KCNH2 WT inh = qHTS for Inhibitors of KCHN2 3.1: Wildtype qHTS; Voltage-gated inwardly rectifying potassium channel KCNH2 (Homo sapiens), Q12809; U2OS, BacMam KCNH2, thallium flux FluxOr; stronger effect = lower value; activity change, % at 1.84 µM; 340,000 compounds, 0.37% hits; AID 720551, 2013;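 active = maximum activity change below -70%; inconclusive = maximum activity change between -70% and -50%; inactive = maximum activity change above -50%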; note: % is set by controls: 0 for no effect and ±100 for the full control effect
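U2OS cells were transduced with wild-type KCNH2 virus (2.03 x 10^8 / mL) for 4 h at room temperature, then cultured overnight at 37 C. Thallium flux was read with FluxOr dye. Rate constants were normalized to DMSO controls.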
FBPA coupling cs = qHTS Assay for Inhibitors of Fructose-1,6-bisphosphate Aldolase from Giardia Lamblia: Coupling assay counterscreen; coupling enzyme system counterscreen, AmpLite Red fluorescence; activity change, negative = inhibition, % at 58.2 µM, hits read low; 290,000 compounds, 0.67% hits; AID 2472, 2010; in the data active = activity change below about -30%; note: % is set by controls: 0 for no effect and ±100 for the full control effect
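Fluorescence at 525 nm excitation and 598 nm emission measured inhibition of the coupled detection system without aldolase. Compounds (at 57.5 uM final) were preincubated 10 min at room temperature with coupling enzyme reagent before a 20 min substrate/AmpLite Red step.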
KCNH2 3.1 block = qHTS for Inhibitors of KCHN2 3.1: Mutant qHTS; U2OS KCNH2 3.1, thallium flux FluxOr; stronger effect = lower value; 340,000 compounds, 0.95% hits; activity change, % (tested at about 1.8 µM); AID 720553, 2013; Potassium voltage-gated channel subfamily H member 2, brain isoform KCNH2 3.1 (human);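 active = maximum activity change below -70%; inconclusive = maximum activity change from -70% to -50%; inactive = maximum activity change above -50%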;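 note: thallium influx rate constant from kinetic fluorescence after stimulation buffer; % is set by controls: 0 for no effect and ±100 for the full control effect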
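Normalized rate constant (relative to positive and negative DMSO controls) derived from a 2 min kinetic fluorescence read after stimulation; U2OS cells expressing the 3.1 isoform via virus at 1.77 x 10^8 /mL.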
USP2a inh = qHTS Assay for Inhibitors of Ubiquitin-specific Protease USP2a Using CHOP2 as the Reporter; USP2 core, Ub-CHOP2 coupled fluorogenic reporter, 485/531; Ubiquitin carboxyl-terminal hydrolase 2 (Homo sapiens), O75604; 330,000 compounds, 0.01% hits; Potency, µM (doses to about 38.3 µM), inactives show at the highest dose activity change, negative = inhibition, most hits filed as inhibitors;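 note: potency is the fitted concentration of half-maximal effect; plate controls were DMSO wells for no effect and full inhibition by NEM control for full effect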
Target sequence (O75604 whole entry, looked up): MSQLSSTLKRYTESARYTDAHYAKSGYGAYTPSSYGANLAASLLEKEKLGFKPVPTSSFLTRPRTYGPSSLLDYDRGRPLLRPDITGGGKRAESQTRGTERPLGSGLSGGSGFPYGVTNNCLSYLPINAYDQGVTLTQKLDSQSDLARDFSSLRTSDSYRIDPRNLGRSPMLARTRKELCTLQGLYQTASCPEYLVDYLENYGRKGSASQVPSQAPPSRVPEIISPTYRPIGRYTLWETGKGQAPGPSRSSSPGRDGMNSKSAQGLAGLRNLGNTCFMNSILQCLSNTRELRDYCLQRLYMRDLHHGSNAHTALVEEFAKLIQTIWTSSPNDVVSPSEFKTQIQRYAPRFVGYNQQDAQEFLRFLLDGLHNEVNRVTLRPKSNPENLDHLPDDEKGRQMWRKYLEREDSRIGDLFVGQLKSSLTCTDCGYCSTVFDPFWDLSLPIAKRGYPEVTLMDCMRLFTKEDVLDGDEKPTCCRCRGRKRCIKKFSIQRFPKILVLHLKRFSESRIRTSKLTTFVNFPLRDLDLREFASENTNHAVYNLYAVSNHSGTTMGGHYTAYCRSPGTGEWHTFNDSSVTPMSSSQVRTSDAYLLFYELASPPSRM
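USP2 core (10nM final) preincubated 30min RT with compound in 20mM Tris-HCl pH 8.0, 2mM CaCl2, 2mM beta-mercaptoethanol, 0.05% CHAPS; 25nM Ub-CHOP2 plus 25nM reporter substrate added, fluorescence (Ex485/Em531) read after 60min.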
B2AR arrestin = qHTS assay of beta-arrestin-biased ligands of beta2-adrenergic receptor | 330,000 compounds, 0.02% hits | Potency, µM (top dose mostly 46.1 µM), without a hit: at the top dose activation, most hits filed as activators | Beta-2 adrenergic receptor (Homo sapiens), P07550 | beta-arrestin recruitment to beta2AR, cell-based reporter;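 note: potency is the fitted concentration of half-maximal effect; 0% = DMSO controls and full agonism = EC100 isoproterenol or metaproterenol; nearly all actives have a fitted effect of over 65% in size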
Starred values were filed as active, the others as inactive; [ ] = remark or other dose. Unless noted, calls come from the whole dose curve; as a rule, active = well fitted curve in the direction sought with a large enough effect; inconclusive = small, poorly fitted or top-dose-only effect, or another doubt; inactive = no such curve, though single readings can be large; an effect the other way counts as inactive or inconclusive. This is a subset. The share of hits here may be higher or lower than overall.

O=C(CSc1nc2ccccc2s1)Nc1cc(S(=O)(=O)N2CCOCC2)ccc1Cl was read as CXXC DNA block 13%, TRPV1 agonist 16, PKM2 act -1%, Menin MLL FP TR -10%, GALK inhibitor -2%, Giardia kill -15, KCNH2 WT inh 2, FBPA coupling cs 0, KCNH2 3.1 block 7, USP2a inh -4% and B2AR arrestin -0.7%.
For CC1(C)Cc2nc3sc4c(SCC(=O)NCc5ccco5)ncnc4c3cc2CO1 the results were CXXC DNA block -2%, TRPV1 agonist -2, PKM2 act inconclusive, Menin MLL FP TR 39%[activator], GALK inhibitor -1%, Giardia kill -10, KCNH2 WT inh 8, FBPA coupling cs 5, KCNH2 3.1 block -7, USP2a inh 2% and B2AR arrestin 0.9%.
Screening O=C1NCCCCC1NS(=O)(=O)c1cccc2ccccc12 (stereo unspecified) returned CXXC DNA block 7%, TRPV1 agonist 3, Menin MLL FP TR 13%, GALK inhibitor 2%, Giardia kill 20, KCNH2 WT inh -1, FBPA coupling cs 2, KCNH2 3.1 block 16, USP2a inh 2% and B2AR arrestin -0.1%.
Cc1nnc(NC(=O)CSc2n[nH]c(-c3ccccc3)n2)s1 was read as CXXC DNA block -1%, TRPV1 agonist -3, PKM2 act 0%, Menin MLL FP TR -5%, GALK inhibitor -2%, Giardia kill -9, KCNH2 WT inh -3, FBPA coupling cs 1, KCNH2 3.1 block 5, USP2a inh 0% and B2AR arrestin -0.1%.
Screening CN(CC(=O)N1CCc2ccccc2C1)c1ccccc1 returned CXXC DNA block -14%, TRPV1 agonist 3, Menin MLL FP TR inconclusive, GALK inhibitor -3%, Giardia kill 1, KCNH2 WT inh -2, FBPA coupling cs 2, KCNH2 3.1 block 39, USP2a inh 4% and B2AR arrestin 0.5%.
CCOC(=O)c1c(C)[nH]c(C(=O)COC(=O)C2(C)CC2(Cl)Cl)c1C (stereo unspecified) was read as CXXC DNA block 6%, TRPV1 agonist 20, PKM2 act -7%, Menin MLL FP TR -3%, GALK inhibitor 0%, Giardia kill 20, KCNH2 WT inh 1, FBPA coupling cs -3, KCNH2 3.1 block 16, USP2a inh -8% and B2AR arrestin 0.2%.
Screening CCCN(C(=O)Cc1nc(N)n[nH]1)C1(C(=O)Nc2c(C)cccc2C)CCCCC1 returned CXXC DNA block 4%, PKM2 act 9%, Menin MLL FP TR 23%, GALK inhibitor 0%, Giardia kill -8, KCNH2 WT inh -7, FBPA coupling cs 1, KCNH2 3.1 block 13, USP2a inh 1% and B2AR arrestin 0.1%.
`N#C/C(=C/c1ccc(C(=O)O)cc1)C(=O)Nc1ccccc1` gave CXXC DNA block 7%, TRPV1 agonist 3, PKM2 act -2%, Menin MLL FP TR 25%, GALK inhibitor -4%, Giardia kill 12, KCNH2 WT inh -2, FBPA coupling cs -1, KCNH2 3.1 block -1, USP2a inh 1% and B2AR arrestin -0.1%.
`Cc1cccc(OCC(=O)N/N=C2/SCC(=O)N2Cc2ccco2)c1` gave CXXC DNA block -10%, TRPV1 agonist 0, PKM2 act 1%, Menin MLL FP TR -16%, GALK inhibitor 0%, Giardia kill -13, KCNH2 WT inh 12, FBPA coupling cs 0, KCNH2 3.1 block 11, USP2a inh -2% and B2AR arrestin -0.3%.
`COc1ccc(NC(=O)C2C3CC/C=C\CCC32)cc1` (stereo unspecified) gave CXXC DNA block 6%, TRPV1 agonist 22, PKM2 act 5%, GALK inhibitor -1%, Giardia kill -9, KCNH2 WT inh 6, FBPA coupling cs -1, KCNH2 3.1 block -9, USP2a inh -2% and B2AR arrestin -0.8%.
Screening C=CCN(c1ccc(C(=O)Nc2cc(C)cc(C)c2)cc1)S(C)(=O)=O returned CXXC DNA block 1%, TRPV1 agonist 9, PKM2 act 10%, Menin MLL FP TR 21%, GALK inhibitor 1%, Giardia kill -9, KCNH2 WT inh -2, FBPA coupling cs 2, KCNH2 3.1 block -2, USP2a inh 0% and B2AR arrestin -2.3%.
For CCN(CC)C(=O)c1cc([N+](=O)[O-])cc2c1-c1ccc([N+](=O)[O-])cc1C2=C(C#N)C#N the results were CXXC DNA block -11%, TRPV1 agonist 1, PKM2 act 1%, GALK inhibitor 3%, Giardia kill -19, KCNH2 WT inh 1, FBPA coupling cs -34*, KCNH2 3.1 block 3, USP2a inh -2% and B2AR arrestin 0.4%.
CCOC(=O)[C@@H]1[C@H]2COc3ccccc3[C@H]2N2C(=O)N(c3ccc(Br)cc3)C(=O)[C@]12C was read as Giardia kill -27, KCNH2 WT inh 3, KCNH2 3.1 block 7, USP2a inh -1% and B2AR arrestin -1.1%.
Screening CCc1ccc(NC2Nc3cc(C)nn3S2)cc1 (stereo unspecified) returned CXXC DNA block 1%, TRPV1 agonist -1, PKM2 act -4%, Menin MLL FP TR 3%, Giardia kill 11, KCNH2 WT inh -30, FBPA coupling cs -4, KCNH2 3.1 block -10, USP2a inh 2% and B2AR arrestin 0.2%.
`Cc1ccc(OCc2cc(C(=O)N3CCN(c4ccccc4)CC3)no2)cc1C` gave CXXC DNA block 8%, TRPV1 agonist 7, PKM2 act -7%, GALK inhibitor -2%, Giardia kill 0, KCNH2 WT inh -27, USP2a inh 1% and B2AR arrestin -1.1%.
CCNC(=S)N1CCN(C(=O)c2ccco2)CC1 was read as CXXC DNA block -1%, TRPV1 agonist -6, PKM2 act 0%, Menin MLL FP TR -11%, GALK inhibitor -3%, Giardia kill 3, KCNH2 WT inh -4, FBPA coupling cs -1, KCNH2 3.1 block 23, USP2a inh -1% and B2AR arrestin -0.3%.
For NC(=O)c1c(N)sc2c1CCCC2 the results were CXXC DNA block -6%, TRPV1 agonist 6, PKM2 act 2%, Menin MLL FP TR -10%, GALK inhibitor 1%, Giardia kill 3, KCNH2 WT inh 8, FBPA coupling cs -20, KCNH2 3.1 block 12, USP2a inh -1% and B2AR arrestin 3.2%.
Screening O=C1C2C3C=CC(CC3)C2C(=O)N1c1ccc2c(c1)OCO2 (stereo unspecified) returned CXXC DNA block -2%, TRPV1 agonist 2, PKM2 act 2%, Menin MLL FP TR 11%, GALK inhibitor -3%, Giardia kill -1, KCNH2 WT inh -5, FBPA coupling cs 2, KCNH2 3.1 block 4, USP2a inh -1% and B2AR arrestin 0.3%.
O=[N+]([O-])c1cccc(/C([O-])=C(/C(=S)Nc2cccc3ccccc23)[n+]2ccccc2)c1 was read as CXXC DNA block -10%, TRPV1 agonist 1, PKM2 act 17%, Menin MLL FP TR inconclusive, GALK inhibitor 0%, Giardia kill -26, KCNH2 WT inh -13, FBPA coupling cs -42*, USP2a inh 0% and B2AR arrestin -0.3%.
`O=C(Nc1ccc(N2CCCCC2)cc1)c1ccc(F)cc1` gave CXXC DNA block 8%, TRPV1 agonist inconclusive, PKM2 act -3%, Menin MLL FP TR -8%, GALK inhibitor -5%, Giardia kill inconclusive, KCNH2 WT inh 3, FBPA coupling cs 0, KCNH2 3.1 block -6, USP2a inh -1% and B2AR arrestin -0.2%.
COc1ccccc1CNC(=O)CN1C(=O)NC2(CCC(C)CC2)C1=O (stereo unspecified) was read as Giardia kill 3, KCNH2 WT inh -1, KCNH2 3.1 block 11, USP2a inh 1% and B2AR arrestin -0.3%.
Screening Cc1ccc(-c2cc3nn(-c4ccccc4)c(N)c3c(=O)o2)cc1 returned CXXC DNA block 6%, TRPV1 agonist -9, PKM2 act 0%, Menin MLL FP TR 11%, GALK inhibitor -1%, Giardia kill 10, KCNH2 WT inh 3, FBPA coupling cs 3, KCNH2 3.1 block -4, USP2a inh -5% and B2AR arrestin -0.4%.
O=C(O)C1C2C=CC(O2)C1C(=O)Nc1cccc(C(F)(F)F)c1 (stereo unspecified) was read as CXXC DNA block 4%, TRPV1 agonist -3, PKM2 act -1%, Menin MLL FP TR 0%, GALK inhibitor 4%, Giardia kill 14, KCNH2 WT inh 7, FBPA coupling cs 0, KCNH2 3.1 block 5, USP2a inh 1% and B2AR arrestin 0.4%.

Assay outcomes deposited in PubChem by National Center for Advancing Translational Sciences (NCATS).
